High-throughput results: PubChem, National Center for Advancing Translational Sciences (NCATS)
Tau fluor counter = counter-screen for tau fibril formation inhibitors. Potency, µM (doses to about 57.7 µM), for the others: at the highest dose activity change, negative = decrease. actives 0.93% (n = 280,000). AID 1463. tau K18 P301L Alexa594 fluorescence, heparin fibrillization; also: % is scaled to controls: 0 for no effect and ±100 for the full control effect; nearly all actives have a fitted effect of over 55% in size
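Human K18 P301L tau (15 uM unlabeled plus 0.24 uM Alexa 594-labeled, final) in 100 mM sodium acetate pH 7 was mixed with compound and 20 uM heparin and incubated 6 hr at 37 C.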
TRb-SRC2 inh = inhibitors of human thyroid hormone receptor beta-SRC2 interaction | P10828 | TRbeta-SRC2 peptide binding, fluorescence polarization; receptor liganded with 1 µM T3 | Potency, µM (titrated, usually from 106 µM), for the others: top-dose activity change, negative = inhibition, actives largely listed as inhibitors | actives 0.065% (n = 280,000) | AID 1469;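 also: plate controls were bound peptide for no effect and peptide without receptor for full effect; nearly all actives have a fitted effect of over 50% in size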
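Each compound concentration gave % activity, normalized to unbound and bound Texas Red SRC2 controls, from polarization read after 5 hr ambient incubation with T3-loaded human TRb LBD.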
L3MBTL1 block = blocks human L3MBTL1; Q9Y468; AlphaScreen L3MBTL1–H3K9me1 peptide binding; Potency, µM (series often up to 57.1 µM), inactives show at the top dose activity, negative = inhibition, most hits filed as inhibitors; actives 0.66% (n = 230,000); AID 485360; also: % is scaled to controls: 0 for no effect and ±100 for the full control effect; nearly all actives have a fitted effect of over 60% in size
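Read-out is AlphaScreen signal from streptavidin donor and nickel chelate acceptor beads (10 ug/mL final each) bridging L3MBTL1 (50 nM) and biotinylated K9-monomethylated H3(1-15) peptide (75 nM), after 30 min compound exposure at room temperature.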
Tau fibril ThT = blocks human tau fibril formation measured by thioflavin T | recombinant tau K18 P301L, heparin-induced fibrillization, ThT fluorescence | Potency, µM (top dose mostly 57.4 µM), without a hit: at the top dose activity, negative = inhibition, hits mostly inhibitors | actives 2.1% (n = 270,000) | AID 1460; also: % is scaled to controls: 0 for no effect and ±100 for the full control effect; nearly all actives have a fitted effect of over 55% in size
Target sequence (P10636 561-689 P618L limits assumed): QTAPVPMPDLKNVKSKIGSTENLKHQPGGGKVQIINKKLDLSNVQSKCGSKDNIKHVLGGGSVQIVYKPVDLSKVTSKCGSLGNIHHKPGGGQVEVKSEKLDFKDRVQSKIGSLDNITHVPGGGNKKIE
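Fibril formation assay: tau K18 P301L at 15 uM with trace Alexa 594 label, heparin inducer 20 uM, pH 7 sodium acetate buffer, 37 C for 6 hr; endpoint ThT signal.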
RECQ1 helicase = inhibitors of human RECQ1 DNA helicase | P46063 | RECQ1 DNA unwinding, red fluorescence kinetic read | Potency, µM (highest dose often 57.3 µM), for inactives: at the top dose activity, negative = inhibition, usual class: inhibitors | actives 0.54% (n = 240,000);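 also: plate controls were vehicle for no effect and no enzyme for full effect; nearly all actives have a fitted effect of over 30% in size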
Target sequence (P46063 whole entry, looked up): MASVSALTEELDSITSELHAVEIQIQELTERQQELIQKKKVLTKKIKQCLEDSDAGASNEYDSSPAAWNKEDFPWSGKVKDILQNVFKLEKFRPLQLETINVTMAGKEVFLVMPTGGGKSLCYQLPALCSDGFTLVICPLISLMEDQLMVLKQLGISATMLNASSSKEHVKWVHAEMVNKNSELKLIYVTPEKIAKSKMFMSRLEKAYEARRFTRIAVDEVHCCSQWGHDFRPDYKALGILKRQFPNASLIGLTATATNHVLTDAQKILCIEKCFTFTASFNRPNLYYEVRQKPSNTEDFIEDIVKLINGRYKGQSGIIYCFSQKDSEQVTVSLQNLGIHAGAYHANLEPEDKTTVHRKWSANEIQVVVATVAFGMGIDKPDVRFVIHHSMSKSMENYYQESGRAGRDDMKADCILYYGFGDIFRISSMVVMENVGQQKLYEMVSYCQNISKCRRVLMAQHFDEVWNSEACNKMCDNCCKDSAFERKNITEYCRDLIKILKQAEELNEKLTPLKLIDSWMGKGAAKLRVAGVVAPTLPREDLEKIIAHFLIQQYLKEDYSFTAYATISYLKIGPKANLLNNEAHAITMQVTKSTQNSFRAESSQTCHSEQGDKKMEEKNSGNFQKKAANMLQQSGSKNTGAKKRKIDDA
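50 nM RECQ1T1 preincubated 15 min with compound in Tris pH 8.0 buffer with MgCl2, DTT, Tween-20 and 2.5 ug/ml poly(dI-dC); started with 200 nM TAMRA/BHQ-2 forked duplex and 2 mM ATP. Unwinding read as fluorescence (525/598 nm), two reads 2 h apart.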
HTT cytoprotect = Huntington cell model cytoprotection by ATP luminescence | PC12 HTT-Q103 induced, cytoprotection, ATP luminescence, 40 h | Potency, µM (top dose mostly 56.4 µM), for inactives: cytoprotection (ATP increase), hits mostly activators | actives 0.14% (n = 230,000) | AID 1471;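 also: % of control where 0% means no effect; nearly all actives have a fitted effect of over 45% in size; toxic huntingtin expression switched on by the ecdysone agonist tebufenozide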
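Rat PC12, Q103 Htt exon1-GFP fusion, ecdysone promoter; tebufenozide inducer 100 nM final; compound titration; qHTS, 1500 cells/well; ATPlite luminescent read.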
TR SRC2 fluor cs = Texas Red fluorescence interference in TRb-SRC2 counter-screen; TRb/SRC2 Texas Red total fluorescence interference; Potency, µM (doses to about 106 µM), inactives show at the highest dose fluorescence change, negative = quenching; actives 0.29% (n = 280,000); AID 1479; active = well fitted curve in either direction with a large enough effect; inconclusive = small, poorly fitted or top-dose-only effect; also: % is scaled to controls: 0 for no effect and ±100 for the full control effect
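Human TRβ ligand-binding domain (0.6 uM) and Texas Red SRC2 peptide (20 nM) in Tris buffer with 1 uM T3 and 5% DMSO were incubated with pinned compound for 5 hr at ambient temperature. Total fluorescence was computed as S + 2P (555/632 nm).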
Tau fibril FP = blocks human tau fibril formation measured by polarization; P10636; K18 P301L tau heparin fibrillization, Alexa594 FP, 6 h; Potency, µM (highest dose often 57.7 µM), inactives show top-dose activity, negative = inhibition, usual class: inhibitors; actives 0.39% (n = 280,000); AID 1468; also: % is scaled to controls: 0 for no effect and ±100 for the full control effect; nearly all actives have a fitted effect of over 55% in size
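Human tau K18 […] P301L fragment, 15 uM unlabeled plus 0.24 uM Alexa 594-labeled tau (final), with compound and 20 uM heparin in 100 mM sodium acetate pH 7; 6 hr at 37 C, then Alexa 594 FP read.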
Numbers without * were called inactive; i = inactive; ? = inconclusive; . = not tested or not shown; [ ] = dose if it differs, or a comment. Unless noted, calls follow the shape of the dose curve; as a rule, active = well fitted curve in the direction sought with a large enough effect; inconclusive = small, poorly fitted or top-dose-only effect, or another doubt; inactive = no such curve, though single readings can be large; an effect the other way counts as inactive or inconclusive. Potency is read from the fitted curve at half-maximal effect.

SMILES	Tau fluor counter	TRb-SRC2 inh	L3MBTL1 block	Tau fibril ThT	RECQ1 helicase	HTT cytoprotect	TR SRC2 fluor cs	Tau fibril FP
CCOC(=O)Cc1c(C)[nH]c(=S)[nH]c1=O	-6%	-8%	3%	-4%	i	11%	0%	5%
CC(=O)OCCN(C)c1cc(SC(C)C)c2nonc2c1[N+](=O)[O-]	?	1%	-25%	14µM*	6%	15%	-4%	-17%
COC(=O)c1cc(C)sc1NC(=O)C1CC=CCC1C(=O)O (configuration not stated)	-6%	-2%	.	-11%	-3%	4%	-1%	-1%
COc1cc(/C=N/Nc2nc(Nc3ccc(C)cc3)nc(-n3nc(C)cc3C)n2)cc(OC)c1OC	?	-10%	.	?	-7%	-6%	-7%	11%
O=C(O)CCCC(=O)N1CCc2cc(S(=O)(=O)NCc3ccc(F)cc3)ccc21	-4%	-2%	.	?	-8%	9%	-2%	5%
COc1cc(OC)c2cc[nH]c2c1	4%	1%	-8%	-4%	-4%	.	-2%	5%
O=C(CSc1ncccn1)N1CCC(Cc2ccccc2)CC1	0%	-10%	7%	3%	-6%	-54%[inhibitor]	0%	5%
COc1ccc(N2C(=O)C(CC(=O)Nc3ccc(F)cc3)N(CCc3ccc(OC)c(OC)c3)C2=O)cc1 (configuration not stated)	-21%	2%	4%	-9%	i	.	0%	-8%
Cc1ccn2cc(CCNC(=O)CC(C)(C)C)nc2c1	-2%	-6%	0%	2%	i	-12%[10 µM]	-6%	-11%
COC(=O)c1cccc(-n2c(C)cc(C=O)c2C)c1	-8%	1%	-5%	5%	i	.	-6%	-6%
COc1ccc(-c2oc3ncn4nc(-c5ccccc5Cl)nc4c3c2-c2ccc(OC)cc2)cc1	1%	-6%	.	3%	.	.	?	-4%
Cc1ccc(-n2ncc3c(N4CCC(C(N)=O)CC4)ncnc32)c(C)c1	-12%	-5%	-4%	6%	-17%	-13%	1%	-4%
CCCCCCOC(=O)c1ccc(OC(=O)c2cccnc2)cc1	-8%	4%	.	?	-2%	19%	-4%	12%
CC(C)c1cc(CNC(=O)CCc2nnc(CCCc3ccccc3)o2)on1	8%	6%	10%	4%	4%	-3%[10 µM]	0%	11%
COc1ccccc1NC(=S)N1CCCc2ccccc21	-7%	-10%	18%	-6%	-14%	-3%	0%	-4%
CCN(CC)S(=O)(=O)c1cccc(C(=O)N[C@@H](C)c2nc3ccccc3[nH]2)c1	-8%	-6%	-8%	0%	-15%	-10%[10 µM]	0%	-3%
CCOC(=O)Cn1cnc2c(sc3nc(C)cc(C)c32)c1=O	4%	1%	7%	0%	i	9%[10 µM]	-2%	5%
CCC(CO)NCc1cc(OC)c(OCC(=O)NCCc2ccccc2)cc1Br (configuration not stated)	-1%	-2%	-13%	-6%	-1%	.	-3%	0%
O=C(O)CCC(=O)N1CCc2cc(S(=O)(=O)N(CCc3ccccc3)Cc3ccccc3)ccc21	-13%	3%	.	-16%	-16%	1%	-5%	-14%
Cc1ccnc(N2C(=O)CSC2c2ccc(Cl)cc2)c1 (configuration not stated)	1%	8%	-8%	4%	-5%	16%[10 µM]	2%	-1%
O=C1C2ON(c3ccccc3)C(c3cccnc3)C2C(=O)N1c1ccc(Cl)c(Cl)c1 (configuration not stated)	-11%	-10%	-2%	-4%	-4%	-3%	1%	-1%
CCCSc1nc(C)nc2c1c(=O)n(C)c(=O)n2C	-4%	-16%	-2%	-8%	-1%	-2%[10 µM]	-4%	-7%
C/C(=N\N1CCN(c2ccc(Cl)cc2)CC1)c1ccco1	-2%	7%	-13%	?	2%	-2%[0.074 µM]	0%	7%
C=C(C)COc1ccc(-c2[nH]ncc2-c2ccccc2)c(O)c1	18µM*[quencher]	-1%	-9%	-15%	-5%	-18%	3%	-5%
Cc1ccc2nc(NC(=O)CSc3ncc(C(=O)Nc4ccccc4)c(=O)n3C)sc2c1	-3%	-6%	.	?	.	.	-2%	-8%
N#C/C(=C\c1c(N2CCCCC2)nc2ccccn2c1=O)C(=O)NC1CCS(=O)(=O)C1 (configuration not stated)	3%	-18%[53 µM]	-6%	2%	-3%	-1%[10 µM]	-1%[53 µM]	2%
CCOc1ccc2c(c1)c(=O)c(C(=O)c1ccccc1)cn2Cc1ccccc1	-15%	-1%	.	-6%	.	.	0%	-8%
CCn1c(NCc2ccccc2Cl)nc2ccccc21	-7%	3%	-4%	-3%	i	-11%[10 µM]	-1%	7%
CCOC(=O)c1c(C)[nH]c(C)c1C(=O)CSc1nnc(-c2ccco2)n1Cc1ccccc1	-11%	7%	.	-3%	-6%	-90%[inhibitor][10 µM]	2%	4%
COc1ccc(/C=N/NC(=S)Nc2ccccc2)cc1COc1cccc(C)c1C	-16%	4%	.	3%	8%	-30%[10 µM]	-1%	-10%

Record cards (already shown). Screens in order: Tau fluor counter	TRb-SRC2 inh	L3MBTL1 block	Tau fibril ThT	RECQ1 helicase	HTT cytoprotect	TR SRC2 fluor cs	Tau fibril FP
Entry for `N#C/C(=C\c1c(N2CCCCC2)nc2ccccn2c1=O)C(=O)NC1CCS(=O)(=O)C1` (configuration not stated) = 3%	-18%[53 µM]	-6%	2%	-3%	-1%[10 µM]	-1%[53 µM]	2%
Entry for `CCOC(=O)c1c(C)[nH]c(C)c1C(=O)CSc1nnc(-c2ccco2)n1Cc1ccccc1` = -11%	7%	.	-3%	-6%	-90%[inhibitor][10 µM]	2%	4%
Entry for `O=C1C2ON(c3ccccc3)C(c3cccnc3)C2C(=O)N1c1ccc(Cl)c(Cl)c1` (configuration not stated) = -11%	-10%	-2%	-4%	-4%	-3%	1%	-1%

(listing goes on)
SMILES	Tau fluor counter	TRb-SRC2 inh	L3MBTL1 block	Tau fibril ThT	RECQ1 helicase	HTT cytoprotect	TR SRC2 fluor cs	Tau fibril FP
C/C=C/C(=O)OCC(=O)Nc1cccc(S(=O)(=O)NC2=NCCCCC2)c1	-1%	1%	1%	-3%	0%	6%[10 µM]	-3%	3%
CC(=O)OCc1c(COC(C)=O)[n+](=O)c2ccccc2n1[O-]	-1%	5%	5%	-3%	4%	11%[10 µM]	2%	1%
COc1ccccc1N1CCN(S(=O)(=O)c2ccc(-c3cc(C(F)(F)F)on3)s2)CC1	?	2%	.	2%	.	.	-1%	-5%
CCC(C)(C)NC(=O)C(c1ccc(C)cc1)N(Cc1ccco1)C(=O)Cn1nnc2ccccc21 (configuration not stated)	7%	-10%	?	-2%	i	1%[10 µM]	-8%	-8%
O=C(NNC(=O)c1cccs1)c1ccc(S(=O)(=O)N2CCCCC2)cc1	-8%	-2%	3%	2%	-6%	-7%[10 µM]	-3%	2%
CN1CCN(C(CNC(=O)C(=O)Nc2ccccc2C#N)c2ccc3c(c2)OCO3)CC1 (configuration not stated)	1%	3%	.	3%	.	.	-2%	-4%
Cc1cccc(C)c1NC(=S)Nc1ccc(F)cc1	2%	-2%	-1%	-1%	i	50%	-2%	1%
CCN(CC)C(=S)Nc1cc(C(=O)OC)ccc1C(=O)OC	-6%	-3%	-16%	-9%	-4%	.	1%	-6%
COc1cc(-c2nnc(SCC(=O)N(C)C3CCCCC3)o2)cc(OC)c1OC	-22%	8%	.	12%	.	.	-3%	?
O=C(NCCc1ccccc1)C(=O)NCC1OCCN1S(=O)(=O)c1ccccc1 (configuration not stated)	-10%	9%	.	.	?	-1%[10 µM]	1%	-5%
CCOC(=O)C1=C(C)N=c2s/c(=C\c3ccc(OC(C)=O)cc3)c(=O)n2C1/C=C/c1ccccc1 (configuration not stated)	-1%	-5%	30%	0%	0%	-16%[10 µM]	1%	2%
COC(=O)Nc1ccc2c(c1)ncn2C1CCCCC1	-5%	-5%	-5%	-13%	0%	-19%	-9%	3%
O=C(O)CSCC(=O)Nc1ccc(C(=O)O)cc1	-3%	-13%	.	-1%	i	1%	2%	3%
Fc1ccc(CSc2nnc(Cc3sc(-c4ccccc4)nc3-c3ccccc3)o2)cc1	-26%	3%	.	-10%	-5%	16%[10 µM]	-10%	-12%
CC(C)C(=O)N1CCC2(CC1)Oc1ccc(Cl)cc1C(=O)C21CC(c2ccccc2)=NO1 (configuration not stated)	7%	3%	.	-1%	i	-5%[10 µM]	-1%	2%
CN1CCN(C(=O)c2cc3nc(-c4ccc(Cl)cc4)cc(C(F)(F)F)n3n2)CC1	0%	-10%	-3%	-6%	-3%	15%[10 µM]	-3%	0%
COc1ccc(-c2ccc(-c3cc(=O)oc4cc(OC)c(OC)c(OC)c34)cc2)cc1	-11%[81.3 µM]	12%	7%	-16%[81.4 µM]	0%[81.1 µM]	-20%	2%	-12%[81.3 µM]
COc1ccc(OCc2nc3ccccc3n2Cc2ccccc2Cl)cc1	-16%	-2%	.	-19%	.	.	-1%	-3%
Cc1ccc(OCCSCc2nc3ccccc3[nH]2)cc1	-17%	-7%	0%	-9%	i	-35%	-4%	-13%
CCN(C(=O)c1cc2c(=O)oc3ccccc3c2s1)c1ccccc1F	-9%	3%	.	0%	.	.	-5%	-14%
Cc1cc(C)c(S(=O)(=O)NCC(c2ccco2)N2CCOCC2)c(C)c1 (configuration not stated)	-7%	-1%	.	-1%	.	.	-1%	-5%
CCCCCCCCCCOC(=O)C[N+](C)(C)CC1CCCCC1O (configuration not stated)	-1%	-1%	9%	-11%	i	-14%	-1%	3%
O=C1CCC(=O)N1CCOP1(=O)COc2ccccc2OC1	1%	-10%	4%	-1%	i	-2%[0.074 µM]	1%	-6%
O=C(O)CCc1cccnc1	-2%	-6%	.	10%	-4%	4%[10 µM]	2%	3%
O=C(NO)c1cc(OCC(F)(F)F)ccc1OCC(F)(F)F	-10%	-1%	-9%	-8%	-8%	-30%	-10%	-4%

Some of the compounds tested; rates above refer to the full screens.
